# Assay outcomes: PubChem, National Center for Advancing Translational Sciences (NCATS)
# GLP-1R inv ag: qHTS of GLP-1 Receptor Inverse Agonists (Inhibition Mode); Glucagon-like peptide 1 receptor (Homo sapiens), P43220; HEK293 GLP-1R CRE-luciferase, luminescence, 24 h; GLP-1R form is constitutively active; Potency, µM (highest dose often 38.3 µM), for the others: top-dose activity change, negative = inhibition, usual class: inhibitors; 410,000 tested, 1.6% active; AID 624417, 2012; also: potency is read from the fitted curve at half-maximal effect; % is scaled to controls: 0 for no effect and ±100 for the full control effect; nearly all actives have a fitted effect of over 55% in size
#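 Inverse agonists were sought by their lowering of basal cAMP reporter luciferase output in HEK293 cells stably carrying constitutively active human GLP-1R, after 24 h compound treatment.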
# WRN inhibitor: qHTS for Inhibitors of WRN Helicase; AID 651768, 2012; Bifunctional 3'-5' exonuclease/ATP-dependent helicase WRN (Homo sapiens), Q14191; Potency, µM (titrated, usually from 114 µM), without a hit: top-dose activity change, negative = inhibition, actives largely listed as inhibitors; WRN helicase unwinding, fluorescent forked duplex, kinetic; 360,000 tested, 0.46% active; also: potency is read from the fitted curve at half-maximal effect; % is scaled to controls: 0 for no effect and ±100 for the full control effect; nearly all actives have a fitted effect of over 55% in size
# Target sequence (Q14191 whole entry, looked up): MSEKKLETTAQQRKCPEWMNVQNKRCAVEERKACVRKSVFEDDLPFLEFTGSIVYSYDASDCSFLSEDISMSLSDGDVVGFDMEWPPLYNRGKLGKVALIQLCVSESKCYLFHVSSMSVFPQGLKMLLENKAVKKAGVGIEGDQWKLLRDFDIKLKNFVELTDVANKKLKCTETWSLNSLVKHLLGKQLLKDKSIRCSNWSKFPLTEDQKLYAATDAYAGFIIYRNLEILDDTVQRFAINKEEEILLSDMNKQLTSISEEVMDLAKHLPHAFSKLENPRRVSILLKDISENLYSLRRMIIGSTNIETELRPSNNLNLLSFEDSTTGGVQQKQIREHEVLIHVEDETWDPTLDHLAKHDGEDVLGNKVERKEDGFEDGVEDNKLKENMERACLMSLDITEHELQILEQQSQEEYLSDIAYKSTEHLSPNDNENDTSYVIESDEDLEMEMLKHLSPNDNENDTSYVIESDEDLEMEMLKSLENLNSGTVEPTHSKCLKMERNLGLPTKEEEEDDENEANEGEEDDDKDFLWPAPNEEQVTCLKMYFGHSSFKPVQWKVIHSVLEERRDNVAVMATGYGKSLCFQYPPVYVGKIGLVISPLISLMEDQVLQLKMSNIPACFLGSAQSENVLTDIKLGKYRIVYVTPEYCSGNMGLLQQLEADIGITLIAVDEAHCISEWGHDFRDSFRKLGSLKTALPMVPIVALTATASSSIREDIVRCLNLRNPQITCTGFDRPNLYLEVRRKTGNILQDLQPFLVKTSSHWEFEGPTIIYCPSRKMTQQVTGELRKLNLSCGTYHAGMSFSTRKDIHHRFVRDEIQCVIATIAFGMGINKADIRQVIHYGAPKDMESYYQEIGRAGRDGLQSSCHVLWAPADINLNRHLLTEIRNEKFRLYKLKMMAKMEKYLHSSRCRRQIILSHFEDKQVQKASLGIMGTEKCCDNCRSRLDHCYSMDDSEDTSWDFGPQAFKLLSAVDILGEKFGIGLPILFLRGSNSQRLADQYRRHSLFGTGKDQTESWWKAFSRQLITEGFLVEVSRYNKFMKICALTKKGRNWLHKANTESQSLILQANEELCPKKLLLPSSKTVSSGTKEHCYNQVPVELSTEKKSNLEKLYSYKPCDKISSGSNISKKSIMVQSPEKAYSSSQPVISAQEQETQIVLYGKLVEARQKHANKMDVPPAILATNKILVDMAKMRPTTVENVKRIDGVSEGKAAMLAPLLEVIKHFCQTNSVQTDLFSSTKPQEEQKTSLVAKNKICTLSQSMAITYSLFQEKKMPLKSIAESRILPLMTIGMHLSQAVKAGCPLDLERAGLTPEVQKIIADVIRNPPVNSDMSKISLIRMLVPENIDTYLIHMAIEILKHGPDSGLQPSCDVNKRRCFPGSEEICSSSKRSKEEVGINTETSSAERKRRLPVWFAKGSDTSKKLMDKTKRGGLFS
#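 Screening of the MLSMR collection measured strand separation of a quenched forked DNA duplex (100 nM) by 20 nM WRN with 2 mM ATP, all final. Compounds were preincubated with enzyme 15 min at room temperature.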
# IL2 activator: qHTS of IL-2 Activators; AID 652025, 2013; IL-2 activation reporter assay, cell-based qHTS; stimulated with anti-CD3/CD4/CD28 beads; in transgenic mouse T cells; 360,000 tested, 0.065% active; activation, % (series mostly up to about 46 µM); in the data active = activation above about 50%; inconclusive = mostly about 30% to 49%; also: 0% is about no effect
#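 Quantitative HTS in unstimulated transgenic mouse T cells, with memory T cells as non-tolerant control and PMA/ionomycin as tolerance-bypass control. Compound pretreatment lasted 60 minutes before 18 h bead stimulation; EGFP/DsRed fluorescence read.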
# D3 ag: qHTS of D3 Dopamine Receptor Agonist: qHTS. D(3) dopamine receptor (Homo sapiens), P35462. D3R DiscoveRx beta-arrestin cells, luminescence, 90 min. max activation, %. 410,000 tested, 0.58% active; in the data active = max activation above about 30%; also: 0% is about no effect; mostly tested at two doses, the higher about 12 µM
#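 Agonist-mode cell screen: cells plated at 1500/well and incubated overnight at 37 °C, then exposed to library compounds for 90 min at 37 °C. Detection reagent was added for 30–60 min at room temperature, and luminescence was read.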
# GLP-1R agonist: qHTS of GLP-1 Receptor Agonists; HEK293 GLP-1R CRE-luciferase, luminescence, 4-6 h; cells express a hypersensitive GLP-1R form; Potency, µM (doses to about 45.6 µM), inactives show at the highest dose activation, most hits filed as activators; 380,000 tested, 0.007% active; also: potency is read from the fitted curve at half-maximal effect; % of control where 0% means no effect
# HEK293 tox: qHTS of GLP-1 Receptor Inverse Agonists: Cytotox Screen; HEK293 cAMP-luciferase reporter cells, luminescence, 24 h; AID 624418, 2012; 410,000 tested, 0.13% active; Potency, µM (highest dose often 38.3 µM), without a hit: at the top dose activity change, negative = inhibition, actives largely listed as inhibitors;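 also: loss of luciferase light is scored as toxicity; potency is read from the fitted curve at half-maximal effect; % is scaled to controls: 0 for no effect and ±100 for the full control effect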
#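 1536-well qHTS counterscreen of the MLSMR; 200 cells/uL, 12 h pre-incubation, 23 nL cpd, 24 h at 37 deg C 5% CO2, luciferase detection reagent, 12 min RT, luminescence. Inhibition = undesired.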
# PLK1 PBD inh: qHTS for Inhibitors of PLK1-PDB (polo-like kinase 1 - polo-box domain): Primary Screen; Potency, µM, without a hit: max response, negative = inhibition, hits mostly inhibitors; 360,000 tested, 2.8% active; Plk1 PBD binding of FITC phosphopeptide, fluorescence polarization; also: potency is read from the fitted curve at half-maximal effect; series mostly up to about 57 µM; % is scaled to controls: 0 for no effect and ±100 for the full control effect; nearly all actives have a fitted effect of over 65% in size
# D3 antag: qHTS of D3 Dopamine Receptor Antagonist: qHTS; 360,000 tested, 2.5% active; D3R cells, DiscoveRx beta-arrestin luminescence, antagonist mode; stronger effect = lower value; max response, negative = inhibition, %; D(3) dopamine receptor (Homo sapiens), P35462; in the data active = max response below about -50%; inconclusive = no clear call, values can overlap the other calls; also: % is scaled to controls: 0 for no effect and ±100 for the full control effect; mostly tested at two doses, the higher about 12 µM
#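 Cells plated overnight at 1500 cells/well, then exposed to library compounds with dopamine controls for 90 minutes at 37 degrees C. DiscoveRx reagent added for 30–60 minutes at room temperature; luminescence read, quantitative HTS format.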
# PI5P4Ka inh: qHTS for Inhibitors of phosphatidylinositol 5-phosphate 4-kinase (PI5P4K); Phosphatidylinositol 5-phosphate 4-kinase type-2 alpha (Homo sapiens), P48426; PI5P4Kalpha enzyme, ADP-Glo luminescence, 60 min; stronger effect = lower value; max response, %; 330,000 tested, 1.2% active; AID 652105, 2013; active = max response of -50% or lower; inconclusive = between -30% and -50%; inactive = -30% or higher; also: value at the top dose of about 77 µM; % is scaled to controls: 0 for no effect and ±100 for the full control effect
#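 ADP-Glo luminescence end-point read after a 60 min room-temperature kinase reaction of PI5P4Kalpha plus substrate, initiated with ATP at 5 microM final. Buffer: 0.038 M HEPES pH 7.4, EGTA, 0.1% CHAPS, 5% DMSO.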
# * hit, by the source's call; ? = inconclusive; . = not tested or not shown; & = joins results of further samples; [ ] = another dose, or the depositor's remark. Unless noted, calls follow the shape of the dose curve; as a rule, active = well fitted curve in the direction sought with a large enough effect; inconclusive = small, poorly fitted or top-dose-only effect, or another doubt; inactive = no such curve, though single readings can be large; an effect the other way counts as inactive or inconclusive. A portion of the library. The share of hits here may be higher or lower than overall.
SMILES,GLP-1R inv ag,WRN inhibitor,IL2 activator,D3 ag,GLP-1R agonist,HEK293 tox,PLK1 PBD inh,D3 antag,PI5P4Ka inh
O=P(NC1CCCCC1)(Oc1ccccc1)Oc1ccccc1,?,-2%,-0.7,7,20%,-8%,2%,43,2
CCN(CC)CCC(=O)Nc1cccc2c1C(=O)c1ccccc1C2=O,?,?,-3.7,-2,-4%,?,-3%,-1,1
O=c1c2ccccc2nc(CN2CCOCC2)n1-c1ccccc1F,?,-5%,-0.2,2,-7%,2%,-9%,8,-6
CCOc1cc(C2NCc3ccccc3-n3cccc32)ccc1O (centres undefined),0%,-18%,-2.9,-9,5%,-13%,2%,-13,0
Cc1ccnc(-n2c(C)cc(C=C3C(=O)N(C)C(=S)N(C)C3=O)c2C)c1,-1%,?,2.0,-3,1%,17%,1.2µM*,-26,?
Cc1ccc(N)c(C(=O)c2ccc(Br)cc2)c1,?,-6%,-3.0,2,23%,-14%,-10%,-6,25
O=c1c2cc(Cl)cc(Cl)c2nc(CN2CCOCC2)n1-c1ccccc1F,?,-12%,3.9,2,-1%,-17%,0%,-22,0
CC(C)OCC(O)CN1CC2C[C@@H](C1)Cn1c2cccc1=O (some centres undefined),3%,-6%,-0.7,-7,-8%,6%,28%,-3,-4
C[C@]12CCC3C(CC[C@H]4C[C@@H](O)CC[C@]34C)C1C[C@@H](O)[C@H]2O (some centres undefined),44%[activator],7%,-0.6,16,13%,-2%,-5%,23,7
C/C(=N\Nc1ccccc1)c1c(O)n(C)c(=O)n(C)c1=O,?,-15%[57.1 µM],2.2,3,1%,-8%,-3%,-8,0
O=C(Nc1ccc2nn(-c3ccccc3)nc2c1)c1ccc2c(c1)OCCO2,?,-28%,1.2,0,-19%,?,-8%,0,0
COC(=O)C1=C(c2ccc(-c3ccccc3)c(F)c2)C[C@@H]2CC[C@H]1N2C(=O)NCc1cc(C)oc1C(F)(F)F,3.5µM*,1%,-0.4,-2,-7%,4%,-4%,-25,0
C#CCn1cc(/C=N/Nc2nc3ccccc3[nH]2)c2ccccc21,?,-22%,-4.0,-26,20%,?,-4%,?,-9
Cc1ccccc1-c1nc(CS(=O)CC(=O)N2CCC3(CC2)OCCO3)c(C)o1 (centres undefined),2%,5%,-0.6,10,-2%,-6%,-18%,12,.
O=Cc1c(C(=O)O)n(Cc2ccc(Cl)cc2)c2ccccc12,?,-19%,5.9,-3,-13%,46%[activator],-136%,0,-16
Cc1nn(Cc2c(Cl)cccc2Cl)c(Cl)c1C(=O)O,17%,3%,0.6,0,-6%,-7%,6%,-1,-4
CCN1CCN(c2ncnc3ccc(Br)cc23)CC1,?,1%[57.1 µM],-1.0,-1,-16%,-20%,-9%,-66*,1
COc1cccc(/C=C/c2nc(S(=O)(=O)c3ccccc3)c(N3CCC(C(N)=O)CC3)o2)c1,50%[activator],1%,2.2,7,-4%,-6%,-1%,33,5
Cc1ccccc1C(=O)N1Cc2cnnn2-c2ccccc2C1C#N (centres undefined),-3%,8%,0.4,9,1%,-9%,1%,0,0
O=C(Nc1ccc(Cl)cc1)N1CC2CC(C1)c1cccc(=O)n1C2 (centres undefined),5%,-32%,-3.1,-21,12%,18%,0%,-14,-1
COc1ccc(-c2nn(CCC#N)cc2C(=O)Nc2ccc(C(C)=O)cc2)cc1,27%,2%,-0.1,-3,5%,1%,-5%,-17,-5
CC[n+]1c(SC)ccc2cc(OC)ccc21,0%,-9%,-0.3,0,-10%,3%,-8%,-19,2
O=C(Cn1cc(C(=O)c2ccccc2F)c2ccccc21)NC1CC1,-13%,12%,0.0,1,2%,-16%,-10%,9,-2
CC(=O)OCC[N+](C)(C)C,32%&11%&33%[activator],6%&-2%,0.6&1.4&-0.1,5&0&8&14,12%&-3%&15%&16%,3%&3%&14%,-1%&0%&-13%,?,-1&6&1
CN1c2ccc([N+](=O)[O-])cc2CC2(C(=O)NC(=O)NC2=O)C1c1ccccc1 (centres undefined),-14%,3%,1.0,-4,-1%,-17%,-8%,?,7
O=c1[nH]c2ccccc2c(=O)n1-c1cccc(Cl)c1,8%,4%,-1.0,5,0%,15%,-5%,6,4
NC1=C(Br)C(=O)c2ccccc2C1=O,?,-9%,-2.4,-6,10%,-25%,-8%,-16,-5
COc1ccc(/C=C/C(=O)NC(=S)N2C[C@H]3C[C@H](C2)c2cccc(=O)n2C3)cc1OC,26%,-6%,0.7,-17,20%,-3%,-11%,22,3
C[C@]12CCCCC1=CC(=O)C1C2CC[C@@]2(C)C1C[C@@H](F)[C@@H]2O (some centres undefined),8%,6%,-0.6,25,14%,-14%,2%,28,0
CCOC(=O)C1=C(N)OC(C)=C(C(=O)OCCOC)C12C(=O)Nc1ccccc12 (centres undefined),2%,0%,-2.5,-1,-2%,-11%,-2%,-14,5
Cc1cccc(CN2CCN(C(=O)Cc3ccccc3)CC2)c1,?,1%,-1.9,-9,-1%,10%,-15%,2,1
CN1C[C@H](CO)C[C@@H]2c3cccc4[nH]cc(c34)C[C@H]21,1%,-6%,2.9,30*,-5%,1%,-4%,-56*,1
CCC(=NCCCN(CC)CC)c1c(O)n(C2CCCCC2)c(=O)[nH]c1=O,-2%,10%,-1.8,-8,5%,-8%,-7%,?,-4
C=C(C)[C@@H]1CC[C@]2(C(=O)O)CC[C@]3(C)C(CCC4[C@@]5(C)CC[C@H](O)C(C)(C)C5CC[C@]43C)C12 (some centres undefined),-7%,8%,0.0,-11,?,0%,-11%,5,-2
Cc1ccc(Cl)cc1-n1c(O)c(C=NCCCN2CCOCC2)c(=O)[nH]c1=O,12%,4%,-0.2,0,-7%,2%,-11%,?,-1
Cc1c(C#N)c(NC(=O)CCl)n(Cc2ccc(F)cc2)c1C,?,-11%,-0.8,-2,-5%,?,-17%,0,0
Clc1ccc(Nc2ccc(NCc3ccccc3)nn2)cc1,?,-6%,-0.6,1,1%,?,2%,8,1
CC[C@H](C)[C@@H](C(=O)N1CCCC1c1nccs1)N(C)C(=O)[C@H](CC(C)C)N(C)C(=O)[C@H](Cc1ccc(OC)cc1)N(C)C(=O)/C=C(\C)OC (some centres undefined),9%,-4%,-0.7,-9,19%,-9%,-21%,6,-3
COc1ccc(C(CC(=O)Nc2ccccn2)N2Cc3ccccc3C2=O)cc1 (centres undefined),63%[activator],2%[57.1 µM],0.5,-6,16%,-9%,5%,3,-1
c1ccc(C2(N3CCCCC3)CCCCC2)cc1,6%,10%,-0.3,0,4%,-1%,-3%,0,0

# In another format: 4 of the compounds above
Compound	GLP-1R inv ag	WRN inhibitor	IL2 activator	D3 ag	GLP-1R agonist	HEK293 tox	PLK1 PBD inh	D3 antag	PI5P4Ka inh
Cc1ccccc1C(=O)N1Cc2cnnn2-c2ccccc2C1C#N (centres undefined)	-3%	8%	0.4	9	1%	-9%	1%	0	0
O=C(Nc1ccc(Cl)cc1)N1CC2CC(C1)c1cccc(=O)n1C2 (centres undefined)	5%	-32%	-3.1	-21	12%	18%	0%	-14	-1
COc1ccc(-c2nn(CCC#N)cc2C(=O)Nc2ccc(C(C)=O)cc2)cc1	27%	2%	-0.1	-3	5%	1%	-5%	-17	-5
CC[n+]1c(SC)ccc2cc(OC)ccc21	0%	-9%	-0.3	0	-10%	3%	-8%	-19	2

# Further compounds.
SMILES,GLP-1R inv ag,WRN inhibitor,IL2 activator,D3 ag,GLP-1R agonist,HEK293 tox,PLK1 PBD inh,D3 antag,PI5P4Ka inh
COc1ccccc1N1CCN(Cc2cnc(-c3ccccc3)[nH]2)CC1,-4%,3%,-0.7,-27,0%,-11%,-4%,-83*,-1
Cc1cccc(C)c1NC(=O)c1cccn(Cc2ccc3c(c2)OC(F)(F)O3)c1=O,-9%,-7%,-1.2,2,7%,9%,-4%,13,9
CCc1ccc(NC(=O)C(C)OC(=O)c2c(C)nn(Cc3ccccc3)c2Cl)cc1 (centres undefined),?,?,-2.0,0,11%,10%,-12%,0,-4
Cc1[nH]c2c(Cl)cccc2c1CCN,?,-1%,-2.1,2,2%,-7%,-25%,-14,1
CCCCC/C(=N\O)c1c[nH]c2ccccc12,0%,-12%,0.3,-24,0%,-4%,-4%,?,.
C=CCN1C(=O)NC(=O)C(Cc2ccc(OC)c(OC)c2)C1=O (centres undefined),-3%,?,0.3,-2,0%,-3%,-16%,1,8
CC(C)CCC1(CN2CCCC2=O)C(=O)NC(=O)NC1=O,16%,10%,0.1,1,-9%,-4%,-2%,-5,-1

# Grouped by structure: the entries above containing a cyano group
SMILES,GLP-1R inv ag,WRN inhibitor,IL2 activator,D3 ag,GLP-1R agonist,HEK293 tox,PLK1 PBD inh,D3 antag,PI5P4Ka inh
Cc1ccccc1C(=O)N1Cc2cnnn2-c2ccccc2C1C#N (centres undefined),-3%,8%,0.4,9,1%,-9%,1%,0,0
COc1ccc(-c2nn(CCC#N)cc2C(=O)Nc2ccc(C(C)=O)cc2)cc1,27%,2%,-0.1,-3,5%,1%,-5%,-17,-5
Cc1c(C#N)c(NC(=O)CCl)n(Cc2ccc(F)cc2)c1C,?,-11%,-0.8,-2,-5%,?,-17%,0,0
